Compound activity deposited in PubChem BioAssay by ICCB-Longwood Screening Facility, Harvard Medical School.
PV pol inh = poliovirus RdRp elongation inhibitors, primary screen, biochemical, fluorescence polarization, total intensity | poliovirus polymerase elongation; hits give low values | 0.66% of 150,000 active | Genome polyprotein (Poliovirus type 1 (strain Mahoney)), P03300 | % elongation, % (compound at 16.7 µg/mL) | AID 588519, 2011; in the data active means % elongation below about 90%; further: some results filed as inactive read as strong as hits
Target sequence (P03300 1749-2209 limits assumed): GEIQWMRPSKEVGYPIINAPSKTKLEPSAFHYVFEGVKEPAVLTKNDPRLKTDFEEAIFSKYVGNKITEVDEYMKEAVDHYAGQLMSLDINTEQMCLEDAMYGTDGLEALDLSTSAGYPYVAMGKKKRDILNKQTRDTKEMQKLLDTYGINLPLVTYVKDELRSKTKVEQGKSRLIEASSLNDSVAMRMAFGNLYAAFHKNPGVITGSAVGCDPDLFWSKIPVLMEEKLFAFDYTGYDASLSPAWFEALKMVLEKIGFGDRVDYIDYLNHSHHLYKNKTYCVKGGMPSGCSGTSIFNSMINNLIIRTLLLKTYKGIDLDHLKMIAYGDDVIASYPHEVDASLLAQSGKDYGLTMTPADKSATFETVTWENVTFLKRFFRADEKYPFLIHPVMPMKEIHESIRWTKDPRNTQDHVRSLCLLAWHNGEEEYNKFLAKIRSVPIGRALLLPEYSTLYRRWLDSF
PV pol inh FP z-score = also measured in PV pol inh; calls as there; z-score; measured here: FP z-score; hits read low
An asterisk follows results filed as active; & = joins results of further samples. The list is partial. The share of hits here may be higher or lower than overall.

Every second line gives: PV pol inh | PV pol inh FP z-score
> CN1C(=S)N(C2CC2)C(=O)/C1=C\c1ccc(OC(F)F)cc1
 : 103 | 0
> CCNC(=S)N/N=C1\CCCCC1C (stereo not given)
 : 103 | 0.1
> CC(=NCCc1cnc[nH]1)c1c(C)[nH]n(-c2ccc(F)cc2)c1=O
 : 103 | 0.4
> NCCc1ccncc1
 : 104 | 0.4
> CC(C)(C)OC(=O)C[n+]1ccc(C(N)=O)cc1
 : 100 | -0.3
> NCCNC(=S)Nc1ccccc1
 : 100 | -0.1
> CCC1CCCCN1C(=O)CSc1ncc(-c2ccc(F)cc2)n1CC (stereo not given)
 : 101 | -0.3
> Cc1ccc(C)c(N2CCN(c3nc4ccc(C(=O)c5ccccc5)cc4n4cnnc34)CC2)c1
 : 108 | 0.7
> CC(=O)N1CCN=C1SCc1ccc(C(F)(F)F)cc1
 : 101 | -0.2
> O=C1OC(/C=C/c2ccc(Cl)cc2)=NC/1=C/c1ccco1
 : 104 | 1.8
> CC(C)(C)c1ccc(N=Cc2ccccn2)cc1
 : 102 | 0.1
> O=C(O)CC(C(=O)O)N1C(=O)/C(=C\c2ccco2)SC1=S (stereo not given)
 : 99 | -0.8
> Cc1cc(N2CCCC(O)C2)nc(C)n1 (stereo not given)
 : 103 | 0.3
> O=C(OCCSc1cnc2ccccc2n1)c1cc(Cl)cc(Cl)c1
 : 97 | -0.9
> O=C1N=c2ccccc2=C/C1=C/c1sc(=S)n(Cc2ccccc2)c1O
 : 101 | -0.3
> Cc1cc(Nc2ccccc2O)c2ccccc2n1
 : 100 | -0.3
> COc1ccc(CNC(=O)c2c(C)oc3c2cc(OC(C)=O)c2ccccc23)cc1
 : 103 | 0.3
> Cc1ccccc1NC(=O)Cn1c(NCC(C)O)nc2ccccc21 (stereo not given)
 : 103 | 0.3
> O=C(Nc1ccc2c(c1)CCCN2C(=O)c1cccs1)c1c(F)cccc1F
 : 110 | 1.3
> Cc1c(Sc2ccc(Cl)cc2)cnn1C(=O)Nc1cccc(C(F)(F)F)c1
 : 101 | -0.7
> CC(C)(C)C(C)(C)O
 : 102 | 0.1
> Cc1oc2c(c1C(=O)Nc1ccc(I)cc1)CCCC2
 : 103 | 0.9
> C=CCn1c(SCC(=O)c2ccccc2)nc2ccccc21
 : 107 | 0.7
> Cc1ccc(NC(=O)Cn2nnc3sc4c(c3c2=O)CCCC4)c(C)c1
 : 107 | 0.6
> COc1ccc2[nH]c3c(=O)n(/N=C/c4ccccc4)cnc3c2c1
 : 102 | 0.1
> CCc1ccc(N2C(=O)N(CC(=O)N3CCCCCC3)c3ccccc3S2(=O)=O)cc1
 : 100 | -0.5
> COc1cc(C=NCCN=Cc2ccc(O)c(OC)c2)ccc1O
 : 103 | 1.1
> C=CCc1cccc(C=NC(Cc2cnc[nH]2)C(=O)O)c1O (stereo not given)
 : 106 | 0.2
> COC(=O)c1ccc(CC(C#N)(Cc2ccc(C(=O)OC)o2)C(=O)Nc2ccc(OC)c(OC)c2)o1
 : 102 | -0.2
> CCOC(=O)C1=C(C)NC(=O)NC1C1CC=CCC1 (stereo not given)
 : 104 | 0.6
> O=c1oc2ccc3ccccc3c2cc1-c1nnc(Nc2cccc(F)c2)s1
 : 108 | 0.6
> COc1ccc(-c2nc3sc(CCNC(=O)C(=O)Nc4ccc(C)cc4C)c(C)n3n2)cc1
 : 100 | -1.7
> COc1cccc(CNC(=O)Cc2cccc(OC)c2)c1
 : 106 | 0.5
> CCCN1CCN(C(=O)c2c(C)nn(Cc3ccc(C)cc3)c2Cl)CC1
 : 103 | 0.1
> CCc1cc2c(NCC3CCCO3)nc(C)nc2s1 (stereo not given)
 : 96 | -1.4
> C=CCn1c(SCC2CNC(c3ccc(N(C)C)cc3)O2)nnc1C1CCCCC1 (stereo not given)
 : 115 | 1.7
> Cc1ccc(/C=C/C(=O)Nc2sc3c(c2C#N)CCCC3)cc1
 : 100 | -0.4
> C=CCNC(=O)c1ccc2c(c1)C1C3CCC(C3)C1C(c1ccccc1)N2 (stereo not given)
 : 103 | 0.3
> Cc1nn(Cc2ccccc2Cl)c(C)c1C(=O)OCC(=O)Nc1sccc1C(N)=O
 : 97 | -0.4
> CN(C)c1cc2c(cc1NC(=O)c1ccc(F)cc1)n(C)c(=O)n2C
 : 104 | -0.6
> CCOC(=O)c1sc2nc(CN3CCC(C)CC3)[nH]c(=O)c2c1C
 : 108 | 0.7
> Cc1ccc(-c2cn3c(n2)CCC3)cc1
 : 101 | -0.1
> CC1(C)CC(N(Cc2cccs2)C(=O)c2ccco2)CCO1 (stereo not given)
 : 103 | 0.2
> CC1CCCCN1c1c(S(=O)(=O)c2ccc(Cl)cc2)cnc2ccccc12 (stereo not given)
 : 103 | -0.9
> Cc1cc(C(=O)COC(=O)/C=C/c2ccc(S(=O)(=O)N3CCOCC3)cc2)c(C)n1C
 : 98 | -0.4
> CN1c2ccccc2-c2nc3ccccc3n2C1c1ccccc1 (stereo not given)
 : 101 | -0.4
> CCOC(=O)N1CCN(Cc2nc3cc([N+](=O)[O-])ccc3n2C(C)C)CC1
 : 107 | 0.4
> CCN(CC)CCN1C(=O)c2ccccc2NC1c1ccc(Br)cc1 (stereo not given)
 : 98 | -1.1
> CC1=C(C(=O)c2ccccc2)C(c2ccccc2C)NC(=O)N1 (stereo not given)
 : 109 | 0.4
> CCNc1nc(NCC)n2c(SCC(=O)N(c3ccccc3)c3ccccc3)nnc2n1
 : 105 | 0.2
> CSc1nnc(C(C)(C)C)c(=O)n1/N=C/c1c(O)ccc2ccccc12
 : 101 | 0
> COc1c(Cl)cc(C(=O)N2N=N2)cc1Cl
 : 99 | -0.6
> COc1ccccc1C(=O)N/C(=C\c1ccccc1)C(=O)O
 : 97 | -0.7
> CC(=O)c1c(C)oc2c1cc(NS(=O)(=O)c1ccc(Br)cc1)c1ccccc12
 : 108 | 0.9
> Nc1nc(CCOc2ccc(F)cc2)cs1
 : 106 | 1.3
> COCC(C)NCc1cccc(Oc2ccccc2)c1 (stereo not given)
 : 100 | -0.6
> CC(CCc1ccccc1)NC(=O)CN1CCN(S(=O)(=O)c2cccs2)CC1 (stereo not given)
 : 108 | 0.7
> CCCn1c(C)cc(C(=O)CN2C(=O)NC3(CCCCCC3)C2=O)c1C
 : 121 | 2.8
> CC(C)NC(=S)N1CCN(c2ccc(N3CCOCC3)nn2)CC1
 : 102 | 0.1
> Cc1ccc(C2c3[nH]c4ccccc4c3CCN2C(=O)CCC2CCCC2)cc1 (stereo not given)
 : 106 | -0.2

Other records follow.
Molecule,PV pol inh,PV pol inh FP z-score
Cc1cccc(Nc2nc3ccccc3nc2-n2nc(C)cc2C)c1,103,0.2
Cc1cc2c(cc1S(=O)(=O)Nc1cccc(C#N)c1)OCC(=O)N2,104,-0.7
COc1cccc(C2CC(=O)NC(NC(=O)c3cccc(Cl)c3)=N2)c1OC (stereo not given),100,-0.1
O=C1c2ccccc2C(=O)C1C1=Nc2ccccc2NC(c2ccccc2)C1 (stereo not given),104,0.3
CCc1cccc2c(C(=O)COC(=O)c3c(C)noc3C)c[nH]c12,105,-0.1
Cc1cccc(OCC(=O)Nc2cc(-c3ccccc3F)nn2-c2ccccc2)c1,106,-0.5
O=CN1CCN(S(=O)(=O)c2ccc(F)c(F)c2)CC1,105,0.2
O=C(O)CNS(=O)(=O)c1cccs1,103,0.5
CCc1ccc(-c2nc3c(C#N)c[nH]n3c2NC2CCCCC2)cc1,100,-0.9
C=CCN1C(=O)/C(=C/c2c(N3CCCCC3)nc3ccccn3c2=O)SC1=S,120,3.8
COC(CNS(=O)(=O)c1cn(C)c(=O)n(C)c1=O)OC,99,-0.8
O=c1[nH]c2ccccc2c(=O)n1CCSc1ccccc1,106,0.4
COc1ccc(S(=O)(=O)NCc2ccc(C(=O)NC3CCCCC3C)cc2)cc1 (stereo not given),99,-0.9
COc1ccc(NC(=O)CSc2nc3c(oc4ccccc43)c(=O)n2Cc2ccco2)cc1Cl,107,1
Cc1ccc(S(=O)(=O)N2CCCC2C(=O)Nc2ccc(C)cc2C)cc1 (stereo not given),101,-0.1
N#CCn1ccccc1=O,100,0
CCCOC(=O)CSc1nnc2ccc3ccccc3n12,112,1.1
O=C(Nc1cc(C(F)(F)F)ccc1Cl)c1cnn(-c2ccccc2)c1-n1cccc1,101,-1.5
O=c1ccc(-c2ccncc2)n[nH]1,104,0.1
CC(=O)Nc1ccc(N2Cc3ccccc3C2)cc1,107,2
Cc1ccc(C2CC(=O)NC(SCc3ccccc3)=C2C#N)o1 (stereo not given),102,0
O=C(O)C(Cc1ccc(O)cc1)N=Cc1cccc2ccccc12 (stereo not given),175,6.3
CC1CN(C(=O)CCC(=O)NCc2cccs2)c2ccccc2O1 (stereo not given),111,0.9
C=Cc1ccc(Cn2c(C(=O)O)c(CNC3CCCC3)c3ccc(C)cc32)cc1,107,-0.2
CCCC(=O)Nc1cccc(OCc2cc(=O)n3cccc(C)c3n2)c1,106,0
O=C1OC(c2ccc(Br)cc2)=N/C1=C\N1CCCCC1,102,0.2
CCCCN1C(=O)c2ccccc2C1C(=O)NC1CCCC1 (stereo not given),100,-0.2
CC(C)NCC(O)COc1ccc(S(=O)(=O)N2CCOCC2)cc1 (stereo not given),107,0.1
Cc1cc(C)c(C(N)=O)c(=O)[nH]1,101,-0.1
O=C(COc1ccc(Cl)cc1)N(Cc1ccco1)Cc1ccco1,105,-0.3
CC(=O)O[C@]1(C(=O)CO)CCC2C3CCC4=CC(=O)CCC4(C)C3C(O)CC21C (stereo not given in full),100,0.1
Cc1cc(C)n2cc(CSC(C)C(=O)O)nc2n1 (stereo not given),105,0.2
C=C1CC[C@H](O)C/C1=C/C=C1\CCC[C@]2(C)[C@@H]([C@H](C)CCCC(C)(C)O)CC[C@@H]12,102&102,0.5&0.4
O=C(Cc1nnc(-c2ccc(Br)cc2)o1)NCCc1ccccc1,104,1
O=C(O)CCC(=O)Nc1nccs1,108,0.7
CCCCCn1c(CN2CCN(c3ccc(OC)cc3)CC2)nc2c1c(=O)[nH]c(=O)n2C,106,0.5
O=C(Nc1ccc(F)cc1)C1CCCN(c2ncnc3c2nc2n3CCCCC2)C1 (stereo not given),102,-0.1
COc1ccccc1CC(=O)Nc1nncs1,97,-1.3
CCc1nnc(SCC(=O)N(CC)c2ccccc2)c2cc3occc3n12,102,0.2
Cc1ccccc1NC(=O)c1ccccc1NC(=O)c1ccccc1Cl,109,0.8
O=C(COC(=O)c1ccco1)NC(c1ccccc1)c1ccccc1,107,0.4
CC(C(=O)Nc1ccc2c(c1)OCO2)N(C)CC1COc2ccccc2O1 (stereo not given),105,0.2
O=C(CC1CCCCC1)Nc1cccnc1,100,-0.3
COc1cccc(Nc2nc(C3(C)CC4(CC(C)OC4=O)C(=O)O3)cs2)c1 (stereo not given),100,-0.1
COc1ccc(N2CCN(c3ncnc4c3cnn4C)CC2)cc1,105,-0.4
N#CCC(=O)Nc1ccc(C(=O)O)cc1,103,0.4
CN(C)c1ccsc1C(=O)NN,102,-0.2
Cc1cc(C)cc(NC(=O)C2CCN(S(=O)(=O)c3cccc(-c4noc(C)n4)c3)CC2)c1,108,0.3
CC(NC(=O)CC1=NS(=O)(=O)c2ccccc2N1)c1ccccc1 (stereo not given),101,0.2
Cc1ccccc1CNC(=O)CCc1cn(Cc2ccccc2C)c2ccccc12,102,-1
O=S(=O)(NCc1ccco1)c1cccc(S(=O)(=O)N2CCCCC2)c1,102,0.2
Cc1ccc(-n2nc(C)c3c(C(=O)NC4CCCC4)cc(C)nc32)cc1,97,-2.8
COc1ccccc1Cn1c(CNS(=O)(=O)c2ccc(C(C)C)cc2)nc2cccnc21,112,0.9
Cc1ccc(-c2cn3nc(N4CCCC(C(=O)NCc5ccccc5F)C4)sc3n2)cc1 (stereo not given),101,-1.4
Cc1c(CC(=O)N2CCCCC2)c(=O)oc2c(C)c(O)ccc12,109,0.5
Cc1ccc(S(=O)(=O)N2CC(=O)CCc3ccccc32)cc1,102,-0.1
Cc1cccc(NC(=O)c2cc3c(=O)n4ccccc4nc3s2)c1,99,-0.7

Entries shown so far that have a furan ring, fused or not:
Molecule,PV pol inh,PV pol inh FP z-score
O=C1OC(/C=C/c2ccc(Cl)cc2)=NC/1=C/c1ccco1,104,1.8
O=C(O)CC(C(=O)O)N1C(=O)/C(=C\c2ccco2)SC1=S (stereo not given),99,-0.8
COc1ccc(CNC(=O)c2c(C)oc3c2cc(OC(C)=O)c2ccccc23)cc1,103,0.3
Cc1oc2c(c1C(=O)Nc1ccc(I)cc1)CCCC2,103,0.9
COC(=O)c1ccc(CC(C#N)(Cc2ccc(C(=O)OC)o2)C(=O)Nc2ccc(OC)c(OC)c2)o1,102,-0.2
CC1(C)CC(N(Cc2cccs2)C(=O)c2ccco2)CCO1 (stereo not given),103,0.2
CC(=O)c1c(C)oc2c1cc(NS(=O)(=O)c1ccc(Br)cc1)c1ccccc12,108,0.9
COc1ccc(NC(=O)CSc2nc3c(oc4ccccc43)c(=O)n2Cc2ccco2)cc1Cl,107,1
Cc1ccc(C2CC(=O)NC(SCc3ccccc3)=C2C#N)o1 (stereo not given),102,0
O=C(COc1ccc(Cl)cc1)N(Cc1ccco1)Cc1ccco1,105,-0.3
CCc1nnc(SCC(=O)N(CC)c2ccccc2)c2cc3occc3n12,102,0.2
O=C(COC(=O)c1ccco1)NC(c1ccccc1)c1ccccc1,107,0.4
O=S(=O)(NCc1ccco1)c1cccc(S(=O)(=O)N2CCCCC2)c1,102,0.2

Part of the list above, field by field.
Cc1cc(C)n2cc(CSC(C)C(=O)O)nc2n1 (stereo not given)
  PV pol inh: 105 | PV pol inh FP z-score: 0.2

C=C1CC[C@H](O)C/C1=C/C=C1\CCC[C@]2(C)[C@@H]([C@H](C)CCCC(C)(C)O)CC[C@@H]12
  PV pol inh: 102&102 | PV pol inh FP z-score: 0.5&0.4
